CDK5 p35 inh: inhibitors of human CDK5/p35 kinase, primary screen, biochemical, single concentration; Recombinant CDK5/p35, ADP-Glo luminescence, 60 min; inhibition, % at 10 µM; 330,000 compounds, 0.01% hits;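 active means highest replicate inhibition of at least 50% and at least 75% of replicates reaching 50%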;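 further: plate controls were DMSO neutral control for no effect and GW8510 at 10 µM for full effect; many of its hits are not listed in these tables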
NSD2 inh: NSD2 histone methyltransferase inhibitors, primary screen, biochemical, AlphaScreen, single concentration, set 2; inhibition, % at 12.5 µM; NSD2 peptide methylation, 120 min; 310,000 compounds, 0.54% hits; in the data active means inhibition above about 50%
Target sequence (O96028 whole entry, looked up): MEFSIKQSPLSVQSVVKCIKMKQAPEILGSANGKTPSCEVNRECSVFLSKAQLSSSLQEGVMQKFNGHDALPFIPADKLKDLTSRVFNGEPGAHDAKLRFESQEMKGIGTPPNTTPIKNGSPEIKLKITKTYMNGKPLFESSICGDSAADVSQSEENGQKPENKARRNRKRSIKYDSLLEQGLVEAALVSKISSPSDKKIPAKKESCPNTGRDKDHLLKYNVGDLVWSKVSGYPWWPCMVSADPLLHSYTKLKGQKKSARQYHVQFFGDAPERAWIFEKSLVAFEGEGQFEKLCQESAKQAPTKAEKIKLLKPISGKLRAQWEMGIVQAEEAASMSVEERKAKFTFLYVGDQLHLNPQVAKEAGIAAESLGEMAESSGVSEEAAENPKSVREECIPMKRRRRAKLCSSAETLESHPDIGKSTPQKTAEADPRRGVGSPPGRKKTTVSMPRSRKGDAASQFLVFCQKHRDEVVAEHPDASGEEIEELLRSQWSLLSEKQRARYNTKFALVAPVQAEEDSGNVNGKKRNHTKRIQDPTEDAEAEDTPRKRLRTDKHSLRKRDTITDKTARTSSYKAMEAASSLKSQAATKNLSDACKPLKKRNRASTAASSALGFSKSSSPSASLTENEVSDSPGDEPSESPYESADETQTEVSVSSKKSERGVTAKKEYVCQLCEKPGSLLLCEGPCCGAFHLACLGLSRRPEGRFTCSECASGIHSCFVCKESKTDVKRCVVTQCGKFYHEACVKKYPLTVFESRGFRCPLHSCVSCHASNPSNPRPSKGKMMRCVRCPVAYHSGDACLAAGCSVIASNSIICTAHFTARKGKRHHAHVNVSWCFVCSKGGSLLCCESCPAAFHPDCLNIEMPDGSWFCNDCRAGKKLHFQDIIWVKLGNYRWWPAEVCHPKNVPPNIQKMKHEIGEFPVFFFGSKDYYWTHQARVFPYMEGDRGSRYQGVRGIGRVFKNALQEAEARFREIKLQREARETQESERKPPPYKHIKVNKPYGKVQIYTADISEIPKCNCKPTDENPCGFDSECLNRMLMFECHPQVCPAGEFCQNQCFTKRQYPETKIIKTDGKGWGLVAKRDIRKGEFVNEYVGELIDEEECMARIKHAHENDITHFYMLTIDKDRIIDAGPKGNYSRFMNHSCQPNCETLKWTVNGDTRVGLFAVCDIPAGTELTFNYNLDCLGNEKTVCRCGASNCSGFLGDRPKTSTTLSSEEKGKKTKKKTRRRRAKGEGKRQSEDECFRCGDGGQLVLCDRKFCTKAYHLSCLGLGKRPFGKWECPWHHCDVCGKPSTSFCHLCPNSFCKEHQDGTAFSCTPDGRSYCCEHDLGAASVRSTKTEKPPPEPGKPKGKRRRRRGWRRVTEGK
PKA-R1A activ: activators of PKA-R1A holoenzyme, primary screen, biochemical, fluorescence polarization, Cy5-IP20, bovine R1A, mouse PKAc. cAMP-dependent protein kinase type I-alpha regulatory subunit (Bos taurus) + …. PKA-R1A dissociation; scaled: DMSO 0%, 113 µM cGMP 100%. activation, % at 11.4 µM. 340,000 compounds, 0.083% hits. AID 504707, 2011;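 active means percent activation above the mean of all tested compounds plus 3 SD, cut at about 19% in these data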;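 further: higher means more PKAc released from R1A so a rise in polarization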
dFosB act: activators of delta FosB homodimer, primary screen, biochemical, fluorescence polarization, TAMRA-CDK5 oligo, single point. Protein FosB (Mus musculus), P13346. purified delta FosB; percent of positive-control signal above neutral wells. activation, % at 25 µM. 340,000 compounds, 0.99% hits. AID 493131, 2011;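 active means mean activation above about 17%, with every replicate also reaching it, limit read from the data, passing the limit was not always enough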;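 further: fluorescence polarization rise as delta FosB binds a TAMRA Cdk5 AP-1 oligo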
SR-BI DiI inh: inhibitors of SR-BI mediated HDL lipid uptake, primary screen, ldlA[mSR-BI] cells, fluorescence, single point | inhibition, % at 12.5 µM | 320,000 compounds, 0.96% hits | ldlA[mSR-BI] CHO cells, DiI-HDL uptake fluorescence, 3 h | AID 488896, 2010 | Scavenger receptor class B member 1 (Mus musculus), Q61009;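 active means mean replicate inhibition of at least 70% and a set share of replicates each scoring 70 or more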;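 further: 0% = median of neutral control wells and 100% = median of positive control wells; values of inactives mirror those of a sister screen read the other way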
SR-BI DiI-HDL act: activators of SR-BI mediated DiI-HDL uptake, primary screen, ldlA[mSR-BI] CHO cells, DiI fluorescence; 3 h; 100 = double the neutral-control signal; activation, % at 12.5 µM; 320,000 compounds, 0.096% hits; AID 504775, 2011;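 active means mean replicate activation of at least 60% and every replicate at or above 60%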;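 further: 0% = median plate neutral-control signal and 100% = twice that signal; values of inactives mirror those of a sister screen read the other way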
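Test system: SR-BI-overexpressing, LDLR-lacking CHO cells. Measured by: DiI fluorescence, bottom read. Medium: Ham's F12 with 0.5% BSA, HEPES 25 mM, pH 7.4. Timing: 3 h uptake period with compound, 37 °C.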
Pemphigus Ab inh: inhibitors of pemphigus antibody binding to DSG3, primary screen, biochemical, bead-based, flow cytometry, scFv-GFP. AID 588358, 2011. 310,000 compounds, 0.48% hits. binding (percent of control), % at 10 µM. Desmoglein-3 (Homo sapiens), P32926. DSG3-coupled beads, scFv-anti-DSG3-GFP binding; active compounds read low;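 active means binding more than 3 SD below its plate's average and above zero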;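 further: hits lower antibody fragment binding to DSG3; some compounds called inactive have numbers as strong as hits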
MITF act: activators of MITF-driven TRPM1 promoter reporter, primary screen, cell-based, SK-MEL-5, luciferase, single point | SK-MEL-5 TRPM1-promoter luciferase, 24 h; % of positive control, neutral wells = 0 | activation, % at 12.5 µM | 300,000 compounds, 0.75% hits | AID 588334, 2011;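 active means mean activation of at least 80% with every replicate also reaching 80%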;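 further: 0% = neutral control wells and 100% = parthenolide positive control wells; values of inactives mirror those of a sister screen read the other way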
PKA-R2B act: activators of PKA-R2B holoenzyme, primary screen, biochemical, fluorescence polarization, Cy5-IP20, human; activation, % at 11.4 µM; PKA-R2B holoenzyme dissociation; R2B truncated from residue 108, S112A mutant; 0% DMSO only, 100% 113 µM cGMP; cAMP-dependent protein kinase catalytic subunit beta (Homo sapiens) + cAMP-dependent …; 340,000 compounds, 0.079% hits; AID 504700, 2011;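 active means activation above a cutoff set at the mean over all compounds plus 3 SD, cut at about 18% in these data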;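 further: higher means more holoenzyme dissociation and a rise in polarization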
Arrestin-AP2 inh: inhibitors of beta-arrestin/AP2 binding, primary screen, biochemical, GPCR trafficking, flow cytometry. beta-arrestin 1 C-terminal peptide binding to AP2 beta2-adaptin appendage (human). FITC-arrestin peptide / GST-AP2 beads; AP2 beta2 appendage carries R879A mutation. inhibition, % at 10 µM. 340,000 compounds, 0.31% hits;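 active means inhibition above a set limit, near 3 SD of compounds lacking own fluorescence, cut at about 54% in these data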;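 further: plate controls were DMSO wells for no effect and 5 µM unlabelled arrestin peptide for full effect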
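System: GST-AP2 R879A glutathione beads; medium: PBS, Tween 20 0.05%, BSA 0.1%; reagent: fluorescein-tagged arrestin peptide at 50 nM final; schedule: pre-incubation 12 min, peptide binding 1 h, room temperature; detection: flow cytometry, FL1 (488/535 nm); read-out: inhibition as reduced fluorescein signal on beads, percent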
Mot1-301 SUMO: yeast Mot1-301 growth rescue at high temperature, primary screen, SUMOylation pathway inhibitor project, S. cerevisiae, ATP luminescence, 38.5C; S. cerevisiae Mot1-301 growth rescue; percent above DMSO median, 100 means doubled; growth rescue, % at 18.8 µM; 320,000 compounds, 1% hits;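 active means every valid replicate shows activation above 250% relative to neutral control wells; inactive means the rest, any valid replicate at or below 250%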;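 further: OY570 slx delta 5 strain wells were the positive control but not used for scaling; some compounds called inactive have numbers as strong as hits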
Active calls of the source: *.

CCCOC(=O)C1C2C=CC3(CN(c4ccc(Cl)c(F)c4)C(=O)C13)O2 (stereo not drawn) was read as CDK5 p35 inh 1.4, PKA-R1A activ 0, dFosB act 1, SR-BI DiI inh -3, SR-BI DiI-HDL act 3, Pemphigus Ab inh 109, MITF act 11, PKA-R2B act 5, Arrestin-AP2 inh 8 and Mot1-301 SUMO 199.
COc1ccc(-n2c(-c3ccccc3)cc3c2CCCC3=O)cc1 was read as CDK5 p35 inh 2.4, NSD2 inh 44, PKA-R1A activ -18, dFosB act -17, SR-BI DiI inh 32, SR-BI DiI-HDL act -32, Pemphigus Ab inh 104, MITF act -8, PKA-R2B act -4, Arrestin-AP2 inh 0 and Mot1-301 SUMO -12.
CCN1CCCC1Cn1cnc2c([nH]c3ccc(C)cc32)c1=O (stereo not drawn) was read as CDK5 p35 inh -0.4, NSD2 inh 25, PKA-R1A activ -5, dFosB act -1, SR-BI DiI inh -4, SR-BI DiI-HDL act 4, MITF act -2, PKA-R2B act 1, Arrestin-AP2 inh -4 and Mot1-301 SUMO -13.
For Nn1c(SC/C=C/c2ccccc2)nnc1-c1ccco1 the results were CDK5 p35 inh 0.1, NSD2 inh 0, PKA-R1A activ 2, dFosB act -11, SR-BI DiI inh -42, SR-BI DiI-HDL act 42, Pemphigus Ab inh 89, MITF act -6, PKA-R2B act -6, Arrestin-AP2 inh -8 and Mot1-301 SUMO 7.
O=C(NCc1ccco1)C(=O)c1cn(CC(=O)N2CCCCC2)c2ccccc12 was read as CDK5 p35 inh -0.8, NSD2 inh 2, PKA-R1A activ -7, dFosB act -8, SR-BI DiI inh 16, SR-BI DiI-HDL act -16, Pemphigus Ab inh 115, MITF act -7, PKA-R2B act -1, Arrestin-AP2 inh 8 and Mot1-301 SUMO -4.
For COCC(C)NS(=O)(=O)c1ccc(OC)cc1 (stereo not drawn) the results were CDK5 p35 inh -0.5, PKA-R1A activ 8, dFosB act -6, SR-BI DiI inh -14, SR-BI DiI-HDL act 14, Pemphigus Ab inh 96, MITF act -5, PKA-R2B act -7, Arrestin-AP2 inh -3 and Mot1-301 SUMO 0.
For Cn1c(=O)c2ncn(CC(=O)NCCOc3ccc(C(C)(C)C)cc3)c2n(C)c1=O the results were CDK5 p35 inh -0.1, NSD2 inh 2, PKA-R1A activ 12, dFosB act -4, SR-BI DiI inh -11, SR-BI DiI-HDL act 11, Pemphigus Ab inh 96, MITF act -15, PKA-R2B act -1 and Arrestin-AP2 inh 27.
For O=C(c1cc(S(=O)(=O)N2CCN(c3ccccc3)CC2)ccc1Cl)N1CCCC(C(F)(F)F)C1 (stereo not drawn) the results were CDK5 p35 inh 0.2, NSD2 inh 1, PKA-R1A activ 1, dFosB act -1, SR-BI DiI inh -14, SR-BI DiI-HDL act 14, Pemphigus Ab inh 103, MITF act -18, PKA-R2B act 6, Arrestin-AP2 inh 8 and Mot1-301 SUMO 12.
Screening CCCCN(C(=O)c1[nH]c(C)c(C(C)=O)c1C)c1c(N)n(CCCC)c(=O)[nH]c1=O returned CDK5 p35 inh -1.0, NSD2 inh 0, PKA-R1A activ 4, dFosB act -10, SR-BI DiI inh -2, SR-BI DiI-HDL act 2, Pemphigus Ab inh 97, MITF act 1, PKA-R2B act -4, Arrestin-AP2 inh -6 and Mot1-301 SUMO 12.
Screening Cc1c(-c2nc(N)nc(Nc3ccccc3F)n2)oc2ccccc12 returned CDK5 p35 inh 0.2, NSD2 inh 0, PKA-R1A activ 0, dFosB act -10, SR-BI DiI inh 42, SR-BI DiI-HDL act -42, Pemphigus Ab inh 98, MITF act 122*, PKA-R2B act 1, Arrestin-AP2 inh 0 and Mot1-301 SUMO 44.
CCN(CC)S(=O)(=O)c1cccc(-c2nnc(SCC(N)=O)n2C)c1 was read as CDK5 p35 inh 1.3, NSD2 inh 1, PKA-R1A activ 1, dFosB act 6, SR-BI DiI inh 4, SR-BI DiI-HDL act -4, Pemphigus Ab inh 114, MITF act -6, PKA-R2B act -1, Arrestin-AP2 inh 7 and Mot1-301 SUMO -8.
Cc1oc(-c2ccccc2)cc1C(=O)Nc1cccc(/C=C/C(=O)O)c1 was read as CDK5 p35 inh -2.1, NSD2 inh 7, PKA-R1A activ -6, dFosB act 3, SR-BI DiI inh -12, SR-BI DiI-HDL act 12, Pemphigus Ab inh 109, MITF act -7, PKA-R2B act -10 and Arrestin-AP2 inh 21.
`O=C(O)COc1ccc(/C=C/c2nc(-c3ccccc3O)n[nH]2)cc1` gave CDK5 p35 inh 0.5, NSD2 inh -1, PKA-R1A activ 16, dFosB act -1, SR-BI DiI inh 5, SR-BI DiI-HDL act -5, Pemphigus Ab inh 104, PKA-R2B act 8, Arrestin-AP2 inh 10 and Mot1-301 SUMO -12.
`Cc1cccc(C)c1NC(=O)N1CCN(C2CCCCC2)CC1` gave CDK5 p35 inh -0.8, NSD2 inh 0, PKA-R1A activ -3, dFosB act -6, SR-BI DiI inh -14, SR-BI DiI-HDL act 14, Pemphigus Ab inh 104, MITF act -21, PKA-R2B act 5, Arrestin-AP2 inh -7 and Mot1-301 SUMO -13.
Screening Cc1ccccc1Oc1ncnc2sccc12 returned CDK5 p35 inh -0.9, NSD2 inh -1, PKA-R1A activ -8, dFosB act 6, SR-BI DiI inh -8, SR-BI DiI-HDL act 8, Pemphigus Ab inh 98, MITF act 9, PKA-R2B act -13, Arrestin-AP2 inh -7 and Mot1-301 SUMO 0.
`Oc1ccc(N=Nc2n[nH]c(-c3ccccc3)n2)cc1` gave CDK5 p35 inh -0.6, NSD2 inh 3, PKA-R1A activ -6, dFosB act -6, SR-BI DiI inh 6, SR-BI DiI-HDL act -6, Pemphigus Ab inh 97, MITF act 54, PKA-R2B act 8, Arrestin-AP2 inh -7 and Mot1-301 SUMO -18.
`CCc1ccc(-c2nnn(Cc3nc4ccccc4s3)n2)cc1` gave CDK5 p35 inh -0.8, NSD2 inh 16, PKA-R1A activ -4, dFosB act -3, SR-BI DiI inh -7, SR-BI DiI-HDL act 7, Pemphigus Ab inh 106, MITF act 0, PKA-R2B act 1, Arrestin-AP2 inh -3 and Mot1-301 SUMO -3.
Screening COc1cccc(-c2nc(CS(=O)CC(=O)NC3CCCC3)c(C)o2)c1 (stereo not drawn) returned CDK5 p35 inh 0.4, PKA-R1A activ -9, dFosB act -8, SR-BI DiI inh -11, SR-BI DiI-HDL act 11, Pemphigus Ab inh 102, MITF act -5, PKA-R2B act -1, Arrestin-AP2 inh 6 and Mot1-301 SUMO -15.
Screening CSc1cccc(NC(=O)COC(=O)c2ccccn2)c1 returned CDK5 p35 inh 1.1, NSD2 inh 24, PKA-R1A activ -2, dFosB act 6, SR-BI DiI inh -9, SR-BI DiI-HDL act 9, MITF act 3, PKA-R2B act -3, Arrestin-AP2 inh -3 and Mot1-301 SUMO 7.
COC(=O)C1C(=O)C2=C(CC1C)NC(=O)CC2c1cccc(C)c1 (stereo not drawn) was read as CDK5 p35 inh -3.1, PKA-R1A activ -3, dFosB act 0, SR-BI DiI inh 5, SR-BI DiI-HDL act -5, Pemphigus Ab inh 99, MITF act 17, PKA-R2B act 4, Arrestin-AP2 inh 3 and Mot1-301 SUMO -20.
`COc1ccc(/C=C(\NC(=O)c2ccccc2)C(=O)NNC(=O)CCN2CCOCC2)cc1` gave CDK5 p35 inh -2.8, NSD2 inh -2, PKA-R1A activ -1, dFosB act -3, SR-BI DiI inh -13, SR-BI DiI-HDL act 13, Pemphigus Ab inh 95, PKA-R2B act 4, Arrestin-AP2 inh 3 and Mot1-301 SUMO 18.
`CC12CCC(C(=O)N(c3ccccn3)c3ccccn3)(OC1=O)C2(C)C` (stereo not drawn) gave CDK5 p35 inh 0.2, NSD2 inh 2, PKA-R1A activ -3, dFosB act 7, SR-BI DiI inh -16, SR-BI DiI-HDL act 16, MITF act -12, PKA-R2B act -12, Arrestin-AP2 inh 2 and Mot1-301 SUMO -11.
Screening CC(=O)Nc1cc(Cl)ccc1OS(=O)(=O)c1ccc(C)cc1 returned NSD2 inh -4, PKA-R1A activ -5, dFosB act -2, SR-BI DiI inh -34, SR-BI DiI-HDL act 34, Pemphigus Ab inh 96, MITF act 7, PKA-R2B act -12, Arrestin-AP2 inh -1 and Mot1-301 SUMO -12.

No new results follow: two of the compounds above.
`O=C(O)COc1ccc(/C=C/c2nc(-c3ccccc3O)n[nH]2)cc1` gave CDK5 p35 inh 0.5, NSD2 inh -1, PKA-R1A activ 16, dFosB act -1, SR-BI DiI inh 5, SR-BI DiI-HDL act -5, Pemphigus Ab inh 104, PKA-R2B act 8, Arrestin-AP2 inh 10 and Mot1-301 SUMO -12.
`Cc1cccc(C)c1NC(=O)N1CCN(C2CCCCC2)CC1` gave CDK5 p35 inh -0.8, NSD2 inh 0, PKA-R1A activ -3, dFosB act -6, SR-BI DiI inh -14, SR-BI DiI-HDL act 14, Pemphigus Ab inh 104, MITF act -21, PKA-R2B act 5, Arrestin-AP2 inh -7 and Mot1-301 SUMO -13.

Screens from PubChem BioAssay.
